miR122 inh: blocks miR-122 activity in Huh7 sensor cells. Huh7 miR-122 Renilla luciferase sensor, 48 h; neutral wells = 0, positive control = 100. hit rate 0.3% among 340,000. activation (reporter increase), % at 12.5 µM;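 active means mean replicate activation score at least 90 and every replicate individually at or above 90; inconclusive means only one of the two criteria met; inactive means neither criterion met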;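 further: higher luciferase means less miR-122 activity so hits act as miR-122 inhibitors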
RAD54 inh: RAD54 (human) branch migration inhibition; inhibition, % at 10.4 µM; AID 602329; hit rate 0.14% among 360,000; RAD54 Holliday junction branch migration, FAM/BHQ fluorescence;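 active means mean normalized replicate activity at least 40 and at least half of replicates scoring 40 or more; inconclusive means only one of the two criteria met; inactive means mean below 40 and under half of replicates reaching 40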;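 further: 0% = median of neutral control wells and 100% = median of positive control wells; inhibitors cause a drop in the FAM fluorescence signal; in these data hits start at about 50%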
Target sequence (Q92698 whole entry, looked up): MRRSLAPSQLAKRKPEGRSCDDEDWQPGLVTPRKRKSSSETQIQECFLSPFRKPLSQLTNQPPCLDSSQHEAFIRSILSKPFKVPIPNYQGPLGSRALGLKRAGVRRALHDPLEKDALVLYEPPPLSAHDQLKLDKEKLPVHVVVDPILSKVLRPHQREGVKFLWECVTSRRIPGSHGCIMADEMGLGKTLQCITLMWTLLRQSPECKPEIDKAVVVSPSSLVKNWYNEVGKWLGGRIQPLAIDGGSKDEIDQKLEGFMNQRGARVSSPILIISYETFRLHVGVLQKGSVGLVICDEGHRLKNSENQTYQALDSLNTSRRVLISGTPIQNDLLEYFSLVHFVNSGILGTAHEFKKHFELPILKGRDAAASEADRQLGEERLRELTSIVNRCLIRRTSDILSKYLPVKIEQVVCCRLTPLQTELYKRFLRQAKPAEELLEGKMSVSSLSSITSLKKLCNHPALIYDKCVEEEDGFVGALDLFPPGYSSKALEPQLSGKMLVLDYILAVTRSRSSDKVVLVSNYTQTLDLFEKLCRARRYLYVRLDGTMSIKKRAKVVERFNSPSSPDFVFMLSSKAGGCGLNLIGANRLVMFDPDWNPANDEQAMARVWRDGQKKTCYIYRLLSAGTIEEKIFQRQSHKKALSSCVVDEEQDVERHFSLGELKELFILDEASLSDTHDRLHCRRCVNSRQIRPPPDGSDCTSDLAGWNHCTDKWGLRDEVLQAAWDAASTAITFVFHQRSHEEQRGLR
RAD52 inh: inhibitors of human RAD52 DNA annealing; inhibition, % at 18.7 µM; P43351; recombinant RAD52 DNA annealing, FRET fluorescence; AID 651710; hit rate 0.46% among 360,000;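 active means every replicate showing at least 50% inhibition; inconclusive means mean inhibition at least 50% but not in every replicate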
Cneo AK release: Cryptococcus neoformans lysis via adenylate kinase release; hit rate 0.2% among 360,000; AID 651654; lysis activity, % at 15 µM; C. neoformans lysis, adenylate kinase release luminescence, 4 h; normalised: neutral wells 0, clomiphene wells 100;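 active means mean lysis activity across replicates of at least 80%, whatever share of replicates individually reach that level; inactive means mean lysis activity below 80%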
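Material: C. neoformans cells | Amount: Yeast cell density of 5 × 10^6 cells/mL | Medium: Fresh YPD growth medium | Dosing: Single dose | Times: Static 4 h at 37 °C with compound, 1 h detection | Detection: AK luminescence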
PGC1a acetyl inh: lowers PGC1a acetylation signal in U2OS cells | AlphaScreen anti-acetyl-lysine; with virally co-expressed GCN5 acetyltransferase | hit rate 0.17% among 350,000 | inhibition, % at 15.6 µM;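 active means every replicate shows inhibition of at least 40%; inconclusive means mean inhibition at least 40% but some replicate below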;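 further: 0% = neutral control wells and 100% = positive control wells; some results beyond the cut were filed as inactive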
E-sel inducer: induces E-selectin expression in human endothelial cells. P16581. HUVEC E-selectin immunofluorescence imaging; normalized: neutral wells 0, TNF-alpha wells 100. activation, % at 7.58 µM. hit rate 0.37% among 260,000;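 active means mean E-selectin-positive cell signal at least 10% of the positive control, reached in at least 60% of replicates, without over 20% cell loss; inconclusive means no rule given, readout overlaps actives, possibly toxicity-flagged; inactive means the rest, including those meeting only one limit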;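 further: in these data hits start at about 27%; measured in HUVEC primary endothelial cells; signal is the percent of cells scored E-selectin positive by PE staining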
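System: HUVEC, human umbilical vein endothelial cells; quantity: 3,000 cells/well; buffer or medium: EGM-2 medium, gelatin-coated wells; dosing: single-point compound dose; detection: immunofluorescence imaging; evaluation: % PE-positive cells; benchmarks: TNF-alpha, DMSO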
PglD inh: inhibitors of Campylobacter jejuni PglD acetyltransferase; inhibition, % at 12.5 µM; AID 602405; hit rate 0.098% among 360,000; purified PglD enzyme, DTNB colorimetric CoA detection; in the data active means inhibition above about 16%, passing the limit was not always enough; inconclusive means no clear call, values can overlap the other calls; further: strong numbers were not always called active
ERAP1 inh: blocks human ERAP1 aminopeptidase activity. Q9NZ08. recombinant ERAP1, Leu-AMC fluorescence, 60 min. inhibition, % at 10.7 µM. hit rate 0.15% among 340,000;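 active means mean replicate inhibition of at least 30%, or all replicates individually reaching that 30% level; inactive means mean below 30% and not every replicate reaching it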;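 further: 0% = neutral control wells and 100% = L-leucinethiol positive control wells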
* = called active by the depositor; ? = inconclusive; . = no result given; [ ] = dose if it differs, or a comment.

SMILES	miR122 inh	RAD54 inh	RAD52 inh	Cneo AK release	PGC1a acetyl inh	E-sel inducer	PglD inh	ERAP1 inh
COc1ccccc1C(=O)N1CCN(C(=O)[C@H]2O[C@@H](n3ccc(N)nc3=O)[C@H](O)[C@@H]2O)CC1	9	4	-17	-2	6	0.0	-4	-1
Cc1c(OCC(=O)NCc2ccncc2)ccc2c3c(c(=O)oc12)CCC3	.	12	0	0	.	.	-4	-1
COc1ccc(S(=O)(=O)Nc2ccc3c(c2)C(=O)N([C@H](C)CO)C[C@H](C)[C@H](CN(C)Cc2ccc(C(F)(F)F)cc2)OCCCC[C@@H](C)O3)cc1	4[16.7 µM]	3	-9	5	-7	0.5	0	4
COc1ccccc1-c1cnc2c(c1)C(=O)N([C@H](C)CO)C[C@@H](C)[C@@H](CN(C)Cc1cncnc1)O2	52[16.7 µM]	3	9	5	-1	-0.2	-3	3
CCOC(=O)N1CCC(NC(=O)CC2C(=O)NCCN2Cc2ccc(C)cc2)CC1 (configuration not stated)	-12	-7	-24	-1	.	.	3	2
Cc1ccc(-c2cnc3c(c2)C(=O)N([C@H](C)CO)C[C@H](C)[C@@H](CN(C)C(=O)Cc2ccccc2)O3)cc1	0[16.7 µM]	5	-2	48	-13	0.1	-3	-1
CCOC(=O)CSc1ccc2nnc(-c3ccncc3)n2n1	7	7	-6	-3	17	-0.1	.	0
Cc1ccccc1NC(=O)CSc1nnc(-c2ccccn2)o1	.	6	-9	0	.	.	3	-2
Cc1noc(C)c1S(=O)(=O)N(C)C[C@@H]1OCCCC[C@H](C)Oc2ccc(NC(=O)Nc3ccccc3)cc2C(=O)N([C@H](C)CO)C[C@H]1C	-2[16.7 µM]	-4	-7	0	-14	-0.2	1	1
CC(=O)N1CCN(c2nc3cc4c(cc3nc2NS(=O)(=O)c2ccccc2)OCCO4)CC1	0	2	.	2	-4	.	-1	.
FC(F)(F)c1nnc2ccc(N3CCCC3)nn12	-2	-1	.	-4	-6	.	-1	.
Cc1ccccc1NC(=O)C1CC(=O)n2ncnc2N1 (configuration not stated)	-1	2	-4	0	.	0.5	-3	-1
CO[C@@H]1CN(C)C(=O)c2cc(NC(=O)C3CCC3)ccc2OC[C@H](C)N(C(=O)CN(C)C)C[C@@H]1C	.	2	4	11	-20	0.1	1	1
C[C@H]1CN([C@@H](C)CO)C(=O)c2cc(-c3cncnc3)cnc2O[C@@H]1CN(C)Cc1cncnc1	-5[16.7 µM]	-3	7	19	-1	-0.3	2	-2
C=CCC1(C(=O)NCCO)CCN(C(=O)OC(C)(C)C)CC1	-3	6	-4	-1	1	0.3	-1	-1
O=C(O)c1cc(-c2ccccc2)n(-c2ccc(Cl)cc2Cl)n1	.	-2	-15	3	.	16	5	7
COc1cc(C)c(C(=O)Oc2cc(C)c(C(=O)O)c(O)c2)c(O)c1	1	0	-23	0	-15	.	3	.
CCOC(=O)c1ccc(S(=O)(=O)NC2CC2)cc1	-3	-6	-10	-2	7	.	14	-3
COc1ccc(NC(=O)Nc2ccc3c(c2)CC(=O)N([C@@H](C)CO)C[C@@H](C)[C@@H](CN(C)C(=O)Nc2ccc(OC)cc2)O3)cc1	-11[16.7 µM]	6	3	0	3	0.4	1	-1
CN(C)S(=O)(=O)c1cccc(C(=O)NC2CCSc3ccccc32)c1 (configuration not stated)	.	0	2	0	.	.	-4	0
CCCCCCCN1C2=NCCN2c2ccccc21	.	16	8	6	6	.	3	0
COCCn1c(=S)[nH]c2cc(C(=O)NC3CCCC(C)C3C)ccc2c1=O (configuration not stated)	-10	-7	-3	1	-6	-0.1	-4	0
O=S1(=O)CCC(NC(=S)N2CCOCC2)C1 (configuration not stated)	-6	-8	4	4	10	.	7	6
Cc1nc2cc(Br)ccc2c(=O)n1Cc1cccc(O)c1	.	-11	-2	-3	-4	.	4	1
Cc1ccc(C)c(C(C)NC(=O)C2CC=CCC2C(=O)O)c1 (configuration not stated)	-2	10	-7	-2	-14	0.4	9	-2

The closing 3 records of the part before open the next one:
SMILES	miR122 inh	RAD54 inh	RAD52 inh	Cneo AK release	PGC1a acetyl inh	E-sel inducer	PglD inh	ERAP1 inh
O=S1(=O)CCC(NC(=S)N2CCOCC2)C1 (configuration not stated)	-6	-8	4	4	10	.	7	6
Cc1nc2cc(Br)ccc2c(=O)n1Cc1cccc(O)c1	.	-11	-2	-3	-4	.	4	1
Cc1ccc(C)c(C(C)NC(=O)C2CC=CCC2C(=O)O)c1 (configuration not stated)	-2	10	-7	-2	-14	0.4	9	-2
CC1CCCCN1C(=O)CCS(=O)(=O)c1cccc2nonc12 (configuration not stated)	.	3	-10	-1	-7	4.4	0	-1
CCc1cc(Br)ccc1NC(=O)C1CCCO1 (configuration not stated)	-7	-1	.	2	-7	.	-1	.
O=C(C[C@H]1C=C[C@H](NC(=O)Nc2cc(F)ccc2F)[C@@H](CO)O1)Nc1ccc(-c2ccccc2)cc1	.	-7	-4	5	-1	2.2	2	0
Cc1ccc(NCCCCO)cc1C	4	-9	-40	23	2	142*	3	5
COc1ccc(C2CCCN2C(=S)Nc2c(C)cccc2C)cc1OC (configuration not stated)	1	10	-1	-3	-13	0.2	4	1
Cc1noc(C)c1S(=O)(=O)Nc1ccc2c(c1)C(=O)N([C@H](C)CO)C[C@@H](C)[C@@H](CN(C)C(=O)Nc1ccc(C(F)(F)F)cc1)OCCCC[C@@H](C)O2	-12[16.7 µM]	-1	-29	3	-5	-0.2	-1	1
COc1ccc(S(=O)(=O)Nc2ccccc2C)cc1	55	6	.	2	.	.	2	.
COc1ccccc1CN1CC[C@@H]2[C@@H](CO)Nc3ccc(C#Cc4ccccc4)cc3[C@@H]21	1[16.7 µM]	14	-41	59	-4	-0.7	8	0
Cc1ccc(Cl)cc1NC(=O)C1CCCN(c2cnccn2)C1 (configuration not stated)	.	9	0	2	.	0.0	-2	3
COc1ccc(NC(=O)Nc2ccc3c(c2)CC(=O)N([C@H](C)CO)C[C@@H](C)[C@@H](CN(C)Cc2ccc(-c4ccccc4)cc2)O3)cc1	20[16.7 µM]	18	2	2	-17	1.8	1	-2
Cc1nn(-c2ccccc2)c(N2CCCC2)c1/C=N/NC(=S)Nc1ccc(F)cc1	4	-2	-3	-2	1	.	-1	-1
Cc1ccc(C(=O)CC(C(=O)O)n2ccc(C)n2)cc1 (configuration not stated)	12	6	-2	0	8	.	-2	0
COc1ccc(C)cc1NS(=O)(=O)c1ccc2c(c1)CCN2C(C)=O	92*	-10	-8	-5	-12	-0.2	-11	0
C[C@H]1CCCCO[C@H](CN(C)C(=O)Nc2ccc(F)cc2)[C@@H](C)CN([C@@H](C)CO)C(=O)c2cc(NC(=O)c3ccccc3)ccc2O1	-2[16.7 µM]	4	15	3	-4	-0.1	1	-1
O=C(O)c1ccc(NC(=O)c2cccc(C(=O)Nc3ccc(C(=O)O)cc3)c2)cc1	.	-5	-15	3	.	.	-3	-29
Cc1ccc(C)c(NC(=O)CCN2CCN(c3ccccc3F)CC2)c1	0	7	3	-3	2	.	2	0
CCOc1ccc(NC(=O)CN2CCc3cc4c(cc3C2)OCCCO4)cc1OCC	-3	9	-7	6	-7	.	1	2
CCC[n+]1c2ccccc2cc2ccccc21	.	3	8	0	.	.	-2	-61
CCCNC(=O)c1cc(-c2ccc3c(c2)OCO3)on1	.	0	-2	-1	-9	.	4	-4
COc1ccc(S(=O)(=O)N2CCC(C(=O)N[C@H](C(=O)NCc3ccccc3)C(C)C)CC2)cc1	-7	-1	-4	5	-6	0.1	-2	-3
COc1nnc(-c2ccccc2)s1	1	-8	.	4	3	.	1	.
Cc1cc(OCC(=O)O)c2cccc(C)c2n1	-7	-20	.	1	5	.	0	.
Cc1ccc(C(c2nc3ccccc3[nH]2)n2c(-c3ccccc3)nc3ccccc32)cc1 (configuration not stated)	5	-7	-12	-8	-11	3.3	0	.
COc1ccc2cc(C(=O)OC(C)C)sc(=O)c2c1OC	-2	4	.	1	-17	.	-3	.
COc1ccc(C2(C(=O)N3CCCC3)CCOCC2)cc1OC	-1	-19	.	-1	21	.	0	.
SMILES	miR122 inh	RAD54 inh	RAD52 inh	Cneo AK release	PGC1a acetyl inh	E-sel inducer	PglD inh	ERAP1 inh
COc1ccc(Cl)cc1-c1nc(SCC(N)=O)n[nH]1	-13	.	-3	1	-5	6.9	-5	-2
C=C1CCN([C@@H](Cc2ccccc2)C(=O)NCCC(C)C)S(=O)(=O)c2ccccc21	7	-7	-11	0	-10	-0.1	-5	.
O=C(NC(Cc1ccccc1)c1nc2ccccc2[nH]1)c1cccc([N+](=O)[O-])c1 (configuration not stated)	.	.	-14	.	9	83*	.	-3
CC(C)Cn1cc(-c2cncc3nccn23)cn1	1	2	-21	-1	6	0.5	2	0
CC1CCN(C(C)C(=O)Nc2ccccc2-c2ccccc2)CC1 (configuration not stated)	-2	-6	.	20	-37	.	7	.
CCCCN(C)C1CCN(C(=S)Nc2cccc(OC)c2)CC1	1	-15	-4	-1	?	.	1	0
O=C(C[C@@H]1C[C@H]2c3cc(NC(=O)C4CCC4)ccc3O[C@H]2[C@H](CO)O1)NCc1cccc(F)c1	0[16.7 µM]	5	4	0	2	0.1	-1	-5
CCCC#Cc1ccc([C@@H]2[C@@H](CO)N3C(=O)CN(C(=O)NC4CCCC4)C[C@H]23)cc1	.	.	-5	.	9	0.1	.	-2
NC(=O)C1CCN(CC(=O)Nc2ccc3c(c2)OCO3)CC1	-7	8	-41	3	0	0.1	-4	-2
CCOC(=O)CC(C(=O)OCC)P(=O)(c1ccccc1)c1ccccc1 (configuration not stated)	10	-9	.	1	-9	.	3	.
CC(C)C[C@@H](CNCC(=O)[C@H](Cc1ccccc1)NC(=O)c1[nH]cnc1C(=O)N[C@@H](C)CN)NC(=O)c1nc[nH]c1C(=O)N[C@@H](CC(=O)O)C(=O)O	-3	-29	-1	2	-5	0.1	-13	.
CN(CC(=O)Nc1ccc([N+](=O)[O-])cc1Br)Cc1c(F)cccc1Cl	-3	.	-5	.	-10	.	.	-1
CCn1c(=O)c(C(=O)NCCCc2ccccc2)c(O)c2ccccc21	.	6	-9	-1	.	2.7	-2	1
CSc1nsc(N/N=C/c2ccc3c(c2)OCO3)c1C#N	.	.	-27	.	5	7.3	.	5
NC(=O)c1ccccc1NC(=O)CN1CCOCC1	0	2	.	-2	.	.	-3	.
Cc1cccc(-c2cc(NC=O)c3ncc(-c4cccc(C(=O)N(C)C)c4)n3c2)c1	.	2	-24	8	.	0.1	1	4
CCOC(=O)Cc1csc(NC(=S)NC(=O)c2cc(OC)cc(OC)c2)n1	.	.	-16	.	-13	0.2	.	0
O=C(CN1CCN(S(=O)(=O)c2cccc(Br)c2)CC1)N1CCCCC1	0	4	-9	1	3	.	-1	-1
C[C@H](CO)N1C[C@H](C)[C@@H](CN(C)S(C)(=O)=O)Oc2ncc(-c3cccc(F)c3)cc2C1=O	36[16.7 µM]	7	6	40	-13	-0.1	1	-5
COc1cc(OC)cc(C(=O)N2CCN(S(=O)(=O)c3ccc(Cl)s3)CC2)c1	0	-5	1	2	4	-1.7	-2	1
CCOC(=O)c1cc2c(c(CCO)n1)[C@H](CCO)N(S(=O)C(C)(C)C)C2 (some centres not stated)	-3	-2	-12	1	3	1.2	-3	-1
O=C(Cc1ccc(Cl)c(Cl)c1)Nc1ccccc1N1CCCC1	.	-38	2	13	.	.	6	3
O=C(C[C@H]1C=C[C@H](NC(=O)CC2CC2)[C@@H](CO)O1)NCc1ccc(Cl)cc1	.	6	-1	4	-1	-0.1	2	-5
